Pin1 inh = inhibitors of human Pin1 | hit rate 0.009% among 390,000 | Pin1 FP peptide displacement, HiFluor488, 10 min | Potency, µM (doses to about 115 µM), without a hit: top-dose activity, negative = inhibition, actives largely listed as inhibitors | Q13526; active = well fitted inhibition curve with a large enough effect in the polarisation, with a control signal flat, not every such curve was filed as active; inconclusive = small, poorly fitted or top-dose-only effect, or effect the other way, or a change in a side signal; inactive = no such curve, though single readings can be large or run the other way; the % refers to the polarisation; note: potency is the fitted concentration of half-maximal effect; % is set by controls: 0 for no effect and ±100 for the full control effect
Target sequence (Q13526 whole entry, looked up): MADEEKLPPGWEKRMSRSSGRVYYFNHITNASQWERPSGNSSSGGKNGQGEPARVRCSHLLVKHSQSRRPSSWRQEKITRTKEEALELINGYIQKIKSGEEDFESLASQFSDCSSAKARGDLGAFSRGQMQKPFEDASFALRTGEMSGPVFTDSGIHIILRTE
TrxR1 substrate = is turned over as a substrate by rat TrxR1. O89049. purified TrxR1 substrate turnover, NADPH consumption readout. Potency, µM (series often up to 114 µM), without a hit: at the top dose activity change, negative = substrate turnover. hit rate 0.01% among 390,000. AID 588456; note: potency is the fitted concentration of half-maximal effect; % is set by controls: 0 for no effect and ±100 for the full control effect; nearly all actives have a fitted effect of over 50% in size
Target sequence (O89049 whole entry, looked up): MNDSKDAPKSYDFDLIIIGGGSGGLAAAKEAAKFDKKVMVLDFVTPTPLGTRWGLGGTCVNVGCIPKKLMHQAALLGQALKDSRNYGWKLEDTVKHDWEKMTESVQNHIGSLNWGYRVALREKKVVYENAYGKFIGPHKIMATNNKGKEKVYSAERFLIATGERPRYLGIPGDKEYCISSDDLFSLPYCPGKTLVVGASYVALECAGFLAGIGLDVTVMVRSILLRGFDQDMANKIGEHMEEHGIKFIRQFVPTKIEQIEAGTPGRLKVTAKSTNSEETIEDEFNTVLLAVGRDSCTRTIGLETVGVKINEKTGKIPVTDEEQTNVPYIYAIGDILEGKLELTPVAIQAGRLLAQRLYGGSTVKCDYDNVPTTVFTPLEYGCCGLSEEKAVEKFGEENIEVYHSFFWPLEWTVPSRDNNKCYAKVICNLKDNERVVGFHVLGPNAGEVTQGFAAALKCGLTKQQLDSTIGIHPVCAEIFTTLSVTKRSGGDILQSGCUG
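Rat TrxR1, dispensed at 90 nM, was prereduced with 400 uM NADPH (final) for 5 min at ~22 deg C, then incubated with compound 15 min before 400 uM selenite. A first-read NADPH fluorescence drop versus no-compound background flagged substrates.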
TRHR ag = TRH receptor (human) agonism. AID 493084. hit rate 0.18% among 360,000. P34981. TRHR cells, calcium flux fluo-8, FDSS agonist mode. activation, % at 2 µM; in the data active = activation above about 30%; note: 0% is about no effect
Target sequence (P34981 whole entry, looked up): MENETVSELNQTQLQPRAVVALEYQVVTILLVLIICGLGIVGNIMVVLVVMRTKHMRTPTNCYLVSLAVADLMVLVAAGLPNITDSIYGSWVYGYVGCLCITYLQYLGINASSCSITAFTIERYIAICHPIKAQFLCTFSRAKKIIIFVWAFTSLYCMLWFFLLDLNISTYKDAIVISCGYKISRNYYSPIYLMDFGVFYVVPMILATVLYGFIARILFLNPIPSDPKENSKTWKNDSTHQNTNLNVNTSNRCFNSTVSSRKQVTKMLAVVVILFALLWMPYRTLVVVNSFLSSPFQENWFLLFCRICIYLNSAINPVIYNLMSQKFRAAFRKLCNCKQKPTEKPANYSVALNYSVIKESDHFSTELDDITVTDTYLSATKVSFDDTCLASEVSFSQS
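Read-out: compound-evoked intracellular calcium rise in TRHR cells, fluo-8 dye, kinetic FDSS fluorescence at 1 s/cycle following a 10-cycle baseline. Cells cultured overnight before dye loading (30 min–1.5 h, RT).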
D2 antagonist = D2 dopamine receptor (human) antagonism. AID 485344. hit rate 2% among 340,000. P14416. inhibition, % at 10 µM. HEK293 TREx D2 cells, calcium flux, dopamine EC80; in the data active = inhibition above about 30%; note: 0% is about no effect
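Antagonism is scored as inhibition of an EC80 dopamine-evoked calcium signal in a force-coupled, tetracycline-inducible HEK293 T-REx D2 line, with compound present 180 s before agonist.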
D2 ag = activates the human D2 dopamine receptor. hit rate 0.53% among 340,000. P14416. activation, % at 2 µM. HEK293 T-REx D2 cells, calcium flux agonist mode;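 active = activation over 3 SD above normal in the single-dose calcium agonist read, cut at about 30% in these data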; note: 0% is about no effect
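Tetracycline-induced HEK293 Trex cells with D2 receptor force-coupled to calcium signaling, plated overnight at 30 C and loaded with no-wash calcium dye. Calcium flux read kinetically for 180 s after compound addition; responses flag agonists.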
IDH1 R132H inh = human IDH1 R132H inhibition; O75874; IDH1-R132H enzyme, NADPH consumption, diaphorase/resazurin fluorescence; Potency, µM (highest dose often 76.6 µM), for inactives: at the top dose activity change, negative = inhibition, usual class: inhibitors; hit rate 0.093% among 390,000; note: potency is the fitted concentration of half-maximal effect; % is set by controls: 0 for no effect and ±100 for the full control effect; nearly all actives have a fitted effect of over 65% in size
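IDH1-R132H (0.5 ug/mL) preincubated 30 min with compound, then NADPH (0.016 mM) and alpha-KG (2 mM) added; 80 min at RT, pH 7.5. Remaining NADPH coupled via diaphorase/resazurin to fluorescence (540/590 nm); concentration-response curves normalized to no-enzyme control.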
USP1 inh = inhibitors of human USP1/UAF1 deubiquitinase | O94782 | recombinant USP1/UAF1, Ub-Rhodamine cleavage fluorescence | Potency, µM (doses to about 57.1 µM), inactives show top-dose activity change, negative = inhibition, usual class: inhibitors | hit rate 0.23% among 390,000; note: potency is the fitted concentration of half-maximal effect; % is set by controls: 0 for no effect and ±100 for the full control effect; nearly all actives have a fitted effect of over 60% in size; inactives centre near -12
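USP1/UAF1 complex at 1 nM was preincubated with compound for 15 min at room temperature, then Ub-Rho substrate (150nM final) was added. Fluorescence (480/540 nm) was read kinetically, 6 reads every 60 seconds.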
TRHR enhancer = allosteric enhancers of human TRH receptor; P34981; TRHR cells, fluo-8 calcium fluorescence, EC20 TRH enhancement; enhancement, % at 2 µM; hit rate 0.66% among 360,000; AID 493056; in the data active = enhancement above about 30%; note: 0% is about no effect
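TRHR-expressing cells loaded with fluo-8 calcium dye were read kinetically (ex 480/em 530) during compound addition, then stimulated with an EC20 of TRH (10 nM final). Enhancement of the Gq-mediated intracellular calcium response was scored.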
rTrxR1 inhibitor = inhibitors of rat thioredoxin reductase 1; recombinant rTrxR1, NADPH fluorescence consumption, selenite substrate; Potency, µM (doses to about 114 µM), for inactives: top-dose activity change, negative = inhibition, actives largely listed as inhibitors; hit rate 1% among 390,000; AID 588453; note: potency is the fitted concentration of half-maximal effect; % is set by controls: 0 for no effect and ±100 for the full control effect; nearly all actives have a fitted effect of over 65% in size
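Rat TrxR1 (90 nM in the dispensed reagent) was pre-reduced with 400 uM NADPH for 5 min at room temperature, then incubated with compound for 15 min. After 400 uM selenite was added, NADPH fluorescence (Ex 340/Em 450 nm) was followed for 8 min.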
* marks the source's active call; other numbers are inactive results; ? = inconclusive; / = not tested or not shown; [ ] = remark or other dose. Unless noted, calls come from the whole dose curve; as a rule, active = well fitted inhibition curve with a large enough effect; inconclusive = small, poorly fitted or top-dose-only effect; inactive = no such curve, though single readings can be large or run the other way. The list is partial, so the mix of outcomes need not match the whole.

#1 O=C(CSc1nnc2ccccn12)N1CCOCC1
#2 CS(=O)(=O)N1CCCC(C(=O)Nc2c(F)cccc2F)C1 (stereo not given)
#3 COc1ccc(C2SCC(=O)N2c2ccc(OC)cc2)cc1 (stereo not given)
#4 C=CCn1c(SCc2nc3ccccc3[nH]2)nnc1-c1ccccn1
#5 CC(C)CCNC1=CC(=O)CC(c2ccccc2)C1 (stereo not given)
#6 O=C1N(Cc2ccc(F)cc2Cl)c2ccccc2C12OCCCO2

entry no. | 1 | 2 | 3 | 4 | 5 | 6
Pin1 inh | -1% | 0% | 0% | -10% | -5% | -7%
TrxR1 substrate | 26% | -10% | -7% | -1% | 2% | -13%
TRHR ag | 0.3 | 0.6 | -0.1 | -0.3 | -0.3 | -0.6
D2 antagonist | -8 | 8 | -13 | -3 | -10 | -6
D2 ag | 0.5 | 1.1 | -1.8 | -2.2 | -0.6 | 0.4
IDH1 R132H inh | -1% | 1% | -2% | 4% | 8% | 2%
USP1 inh | -10% | -8% | -2% | -8% | -21% | -7%
TRHR enhancer | 10 | 0 | 0 | 2 | -1 | 11
rTrxR1 inhibitor | 12% | 23%[57.1 µM] | 8% | 11% | -4% | -20%

#7 N#Cc1ccc(S(=O)(=O)N2CCC(C(=O)Nc3cccc(C(=O)NC4CC4)c3)CC2)cc1
#8 CCN(CCO)Cc1csc2ccccc12
#9 CCCCNC(=O)c1ccccc1SCC(=O)NC1CCCCCCC1
#10 Cc1nc(-c2ccccc2)sc1-c1nnc(C2CC2)o1
#11 Cc1ccc(C)c(N2CCN(CC(=O)Nc3ccc4[nH]c(=O)[nH]c4c3)CC2)c1
#12 Cc1ccc2nc(SCC(=O)N(C)C3CCS(=O)(=O)C3)[nH]c2c1 (stereo not given)

entry no. | 7 | 8 | 9 | 10 | 11 | 12
Pin1 inh | 0% | 0% | 1% | 0% | -3% | -5%
TrxR1 substrate | 3% | 15%[57.1 µM] | 1% | 1%[57.1 µM] | 9%[57.1 µM] | 1%
TRHR ag | -0.2 | 0.2 | 0.1 | 0.0 | -0.4 | -1.0
D2 antagonist | 12 | 2 | -6 | 10 | 19 | -17
D2 ag | -1.1 | 0.5 | 0.1 | 0.0 | 0.1 | 0.4
IDH1 R132H inh | 9% | 0% | -2% | 7% | 13% | -13%
USP1 inh | -23% | -18% | -10% | -5% | -22% | -14%
TRHR enhancer | -1 | -1 | 1 | 1 | 7 | 1
rTrxR1 inhibitor | 16% | 18% | 10% | -7%[57.1 µM] | -8%[57.1 µM] | 18%

#13 CC(=O)c1ccc(N2CCN(C(=O)c3ccc4c(=O)n(-c5ccccc5)c(=O)[nH]c4c3)CC2)cc1
#14 CCOC(=O)N1CCC(N2CCN(c3cc(C)ccc3C)CC2)CC1
#15 O=C(CSc1nc2ccc(Nc3nc(N4CCOCC4)nc(N4CCOCC4)n3)cc2s1)N1CCOCC1
#16 O=C(NCCc1ccc(F)cc1)C(=O)NCC(c1cccs1)S(=O)(=O)c1ccc(F)cc1 (stereo not given)
#17 CCn1c2ccccc2c2cc(NC(=O)COC(=O)c3ccccc3O)ccc21
#18 COc1ccc(S(=O)(=O)N2CCOC2CNC(=O)C(=O)NCc2ccco2)cc1C (stereo not given)

entry no. | 13 | 14 | 15 | 16 | 17 | 18
Pin1 inh | 0% | 0% | 19% | 1% | 6% | -4%
TrxR1 substrate | -9% | 3% | -8% | -1%[57.1 µM] | 4% | -3%
TRHR ag | -0.7 | 0.3 | -0.1 | -0.2 | 0.1 | -0.4
D2 antagonist | -10 | -15 | -12 | / | -3 | -17
D2 ag | -0.4 | 0.0 | 0.5 | / | 1.4 | -0.4
IDH1 R132H inh | 17% | 1% | -21% | 25% | 7% | -3%
USP1 inh | -12% | -4% | -24% | ? | 2% | -1%
TRHR enhancer | 4 | -1 | 3 | -7 | 3 | -3
rTrxR1 inhibitor | -4% | 12% | -13% | 10%[57.1 µM] | 7%[57.1 µM] | 4%

Look-ups from the list:
CCOC(=O)N1CCC(N2CCN(c3cc(C)ccc3C)CC2)CC1 @ Pin1 inh = 0%
COc1ccc(S(=O)(=O)N2CCOC2CNC(=O)C(=O)NCc2ccco2)cc1C (stereo not given) @ D2 antagonist = -17

(cont.)
#19 CCC1OC23CCCCC2C(C#N)(C(=N)O3)C1(C#N)C#N (stereo not given)
#20 COc1cc(C(=O)Nc2sc3c(c2C#N)CCCC3)c(Br)c(OC)c1OC
#21 CCOC(=O)[C@H]1[C@H]2COc3ccc(Br)cc3[C@@H]2N2C(=O)CN(CC3CCCO3)C(=O)[C@@]12C (stereo not given in full)
#22 NC(=O)Nc1ccc(C(=O)OCC(=O)Nc2cccc(S(=O)(=O)NC3=NCCCCC3)c2)cc1
#23 CC(OC(=O)c1cc(=O)[nH]c2ccccc12)C(=O)Nc1ccc(Cl)cn1 (stereo not given)
#24 COCCCN1C(=O)c2ccc(C(=O)Nc3ccccc3Cl)cc2C1=O

entry no. | 19 | 20 | 21 | 22 | 23 | 24
Pin1 inh | ? | -11% | -2% | 1% | 1% | 4%
TrxR1 substrate | 143%[activator] | 1% | -5%[57.1 µM] | -2% | 4% | 3%
TRHR ag | 6.2 | -0.9 | -0.5 | -1.2 | -0.4 | -0.3
D2 antagonist | 25 | / | -8 | -12 | -12 | 4
D2 ag | 1.3 | -0.9 | 0.3 | -2.1 | -0.1 | -0.4
IDH1 R132H inh | -3% | -16% | -1% | -3% | 4% | 6%
USP1 inh | -10% | -20% | -17% | -15% | -4% | -13%
TRHR enhancer | -2 | -7 | 13 | 1 | -6 | 1
rTrxR1 inhibitor | -31% | 7% | -7%[57.1 µM] | 28% | 3% | 3%

#25 CCOC(=O)c1c(C)oc2ccc(N(C(=O)c3ccncc3)S(=O)(=O)c3ccc(F)cc3C)cc12
#26 Cn1c(-n2c(-c3ccco3)nc3ccccc3c2=O)nc2ccccc21
#27 Cc1ccc(C2=[N+]([O-])C3(CCCCC/C3=N\O)N(O)C2(C)C)o1 (stereo not given)
#28 COc1cc(C(=O)NCC(=O)N/N=C(C)\C=C\c2ccccc2)cc(OC)c1OC
#29 N#Cc1ccccc1S(=O)(=O)N1CCN(C(=O)C2CC(=O)N(c3ccc4c(c3)OCCO4)C2)CC1 (stereo not given)
#30 Cc1ccc(C)c(S(=O)(=O)N2CCC3(CC2)OCCO3)c1

entry no. | 25 | 26 | 27 | 28 | 29 | 30
Pin1 inh | 12% | 0% | 12% | 5% | -1% | 0%
TrxR1 substrate | 1% | 9%[57.1 µM] | 9%[57.1 µM] | 0%[57.1 µM] | -13% | 7%
TRHR ag | 1.7 | 0.4 | 0.7 | -2.8 | / | -0.1
D2 antagonist | / | 1 | 8 | -8 | / | 1
D2 ag | 0.8 | -0.4 | -1.0 | -0.7 | / | 0.9
IDH1 R132H inh | 1% | -1% | 1% | 8% | 5% | 1%
USP1 inh | -13% | -12% | 7% | -22% | 4% | -22%
TRHR enhancer | 9 | -2 | 1 | 3 | / | 1
rTrxR1 inhibitor | -3% | -8%[57.1 µM] | 17%[57.1 µM] | 9%[57.1 µM] | ? | 29%

#31 CCCCCCOC(=O)C1=C(C)NC(=O)NC1c1ccc(O)cc1 (stereo not given)
#32 O=C(Cc1c(O)c2ccccc2[nH]c1=O)NCc1cccc(F)c1
#33 COc1cc2sc(-c3ccccc3OC)c(-c3ccc(OCCN4CCCCC4)cc3)c2cc1OC
#34 Cc1cccc(OCC(=O)Nc2nnc(-c3ccco3)s2)c1
#35 COc1ccc(C(=O)Nc2ccccc2-c2nnn(CC(=O)Nc3ccc4c(c3)OCCO4)n2)cc1
#36 CCC(CC)C(=O)Nc1cc(=O)n(C)c(=O)n1C

entry no. | 31 | 32 | 33 | 34 | 35 | 36
Pin1 inh | 2% | -2% | 6% | 17% | 2% | 1%
TrxR1 substrate | -3%[57.1 µM] | 20% | 7% | 8%[57.1 µM] | -8% | 8%
TRHR ag | 0.4 | 0.3 | / | 0.0 | 0.6 | -0.3
D2 antagonist | -9 | 18 | / | -19 | -21 | 0
D2 ag | 0.1 | -0.3 | / | 0.6 | -0.7 | 0.3
IDH1 R132H inh | 1% | 1% | -3% | 3% | -2% | 18%
USP1 inh | -16% | -8% | -6% | -16% | -7% | -5%
TRHR enhancer | 7 | -3 | / | 1 | 22 | 8
rTrxR1 inhibitor | 14%[57.1 µM] | 0% | 40%[activator] | 9%[57.1 µM] | -8% | 29%

#37 Cc1ccc(-n2c(C)nc3ccsc3c2=O)cc1
#38 N/C(=N\OC(=O)C12CC3CC(CC(C3)C1)C2)c1ccccn1
#39 Cc1cnc(NC(=O)c2cccs2)s1
#40 CCN(C(=O)Cn1cnc2c1c(=O)n(C)c(=O)n2C)c1ccccc1C
#41 O=C(O)CC(Cc1ccc(Cl)cc1)C(=O)NCc1ccccc1 (stereo not given)
#42 COc1ccc(NC(=O)c2sc3nc(N4CCOCC4)c4c(c3c2N)CC(C)(C)OC4)cc1
#43 Cc1ccc(NC(=O)c2ccc(COc3ccccc3)o2)nc1
#44 C=CCNC(=S)N1CCc2c([nH]c3ccccc23)C1C (stereo not given)

entry no. | 37 | 38 | 39 | 40 | 41 | 42 | 43 | 44
Pin1 inh | -8% | -13% | 2% | 27% | 1% | -4% | 0% | 3%
TrxR1 substrate | 4% | 2%[57.1 µM] | -4% | 3% | 2% | 23% | 0% | 10%[57.1 µM]
TRHR ag | / | 0.2 | 0.1 | -0.2 | 0.5 | 0.7 | -1.3 | -1.1
D2 antagonist | / | 4 | -24 | / | -7 | -12 | 11 | -1
D2 ag | / | 1.2 | 0.2 | 0.5 | 0.0 | 0.4 | -0.3 | 1.6
IDH1 R132H inh | 17% | 4% | 12% | -5% | -1% | 1% | -13% | 8%
USP1 inh | -18% | 1% | -10% | -23% | -19% | -21% | -20% | -16%
TRHR enhancer | / | 5 | 9 | 21 | 1 | 4 | -2 | -8
rTrxR1 inhibitor | 16% | 2%[57.1 µM] | -2% | 16% | 0% | 12% | 11% | 27%[57.1 µM]

High-throughput results deposited in PubChem BioAssay by National Center for Advancing Translational Sciences (NCATS).
